# Screens (PubChem)
# KCNK3 inh: human KCNK3 channel inhibition, primary screen; AID 602410; B-score at 10 µM; O14649; hit rate 0.84% among 340,000; CHO-KCNK3 thallium flux, FluxOR fluorescence; active compounds read low;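 active = B-score under library mean minus 4 SD, starting fluorescence ratio at most library mean plus 5 SD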;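 note: more negative B-score means stronger inhibition of thallium flux through KCNK3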
# Target sequence (O14649 whole entry, looked up): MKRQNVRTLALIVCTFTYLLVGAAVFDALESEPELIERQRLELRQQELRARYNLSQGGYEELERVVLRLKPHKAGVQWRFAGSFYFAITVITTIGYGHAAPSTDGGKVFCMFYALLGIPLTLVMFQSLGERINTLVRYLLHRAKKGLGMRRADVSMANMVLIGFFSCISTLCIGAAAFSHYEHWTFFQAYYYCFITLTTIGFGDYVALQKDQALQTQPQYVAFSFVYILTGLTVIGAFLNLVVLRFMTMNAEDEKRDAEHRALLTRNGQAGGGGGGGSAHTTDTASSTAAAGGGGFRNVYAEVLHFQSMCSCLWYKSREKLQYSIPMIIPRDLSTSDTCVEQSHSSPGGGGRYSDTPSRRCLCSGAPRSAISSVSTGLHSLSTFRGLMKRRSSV
# Calls only; i = inactive. An excerpt. The share of hits here may be higher or lower than overall.
# The opening 3 records as a preview:
smiles	KCNK3 inh
NC(=O)c1ncn([C@@H]2O[C@H](CNCc3ccc(-c4cc(C(F)(F)F)ccc4Cl)o3)[C@@H](O)[C@H]2O)n1	i
CC1CCCN(C(=O)c2ccc(Br)c(S(=O)(=O)N3CCOCC3)c2)C1 (stereo not drawn)	i
CN1CCN(C(=O)c2ccc(S(=O)(=O)Nc3ccccc3)cc2)CC1	i

# Results (from the top)
smiles	KCNK3 inh
NC(=O)c1ncn([C@@H]2O[C@H](CNCc3ccc(-c4cc(C(F)(F)F)ccc4Cl)o3)[C@@H](O)[C@H]2O)n1	i
CC1CCCN(C(=O)c2ccc(Br)c(S(=O)(=O)N3CCOCC3)c2)C1 (stereo not drawn)	i
CN1CCN(C(=O)c2ccc(S(=O)(=O)Nc3ccccc3)cc2)CC1	i
COc1ccc(NC(=O)CSc2n[nH]c(=O)n2C2CC2)cc1OC	i
COc1ccc(-c2noc(CCC(=O)N3CCN(c4ccc(F)cc4)CC3)n2)cc1	i
NS(=O)(=O)c1cccc(NC(=O)COC(=O)c2ccc(S(=O)(=O)N3CCOCC3)cc2)c1	i
Cc1ccc(S(=O)(=O)N2CCOCC2)cc1C(=O)Nc1ccccc1N1CCOCC1	i
COC(=O)Cn1cnc(C(=O)Nc2ccc(C)c(C)c2)n1	i
Cc1ccc(S(=O)(=O)/N=C(/Nc2c(C)cccc2C)c2ccccc2)cc1	i
CCN(c1ccccc1)S(=O)(=O)c1ccc(C(=O)Nc2c(C)n(C)n(-c3ccccc3)c2=O)cc1	i
COc1ccc(CCNC(=O)COC(=O)c2cc(S(=O)(=O)N3CCCC3)ccc2O)cc1	i
Cc1ccc2c(c1)[C@H]1[C@H](CO2)[C@H](c2ccccc2)[C@]2(C)C(=O)N(C)CC(=O)N12	i
CCCCNc1nnc(SCC(=O)c2c(N)n(CCC)c(=O)[nH]c2=O)s1	i
Cn1cccc1C(=O)OCc1nc2ccccc2c(=O)[nH]1	i
O=C(Nc1cc(S(=O)(=O)N2CCOCC2)ccc1Cl)c1ccncc1	i
COc1ccccc1C1OCC(C)(C)CO1	i
O=C(OCC(=O)c1ccccc1Cl)C1=NN(c2ccccc2)C(=O)CC1	i
COc1cc(SC)ccc1C(=O)N(C)CC(=O)Nc1cccc2ccccc12	i
COc1ccccc1N(C)S(=O)(=O)c1ccc(C(=O)NC2CCCCC2)cc1	i
CCOC(=O)C1CC2=C(CCCC2=O)N(Cc2ccccc2)C1=O (stereo not drawn)	i
COc1ccc(C2(C)NC(=O)N(CC(=O)NC3CC3)C2=O)cc1 (stereo not drawn)	i
CCOc1ccccc1C(=O)OCC(=O)NCC1CCCO1 (stereo not drawn)	i
NC(=O)c1c(NC(=O)COC(=O)c2ccc(O)c(Cl)c2)sc2c1CCCC2	i
COc1cc(/C=C/C(=O)OCC(=O)NCCc2ccc(F)cc2)ccc1OC(F)F	i
Cc1cc(C)c(S(=O)(=O)N2CCN(C3CC(=O)N(c4ccccc4Cl)C3=O)CC2)c(C)c1 (stereo not drawn)	i
CCCn1c(Cc2ccccc2)nnc1SC(C)C(=O)NC1CC1 (stereo not drawn)	i
Cc1cccc(NS(=O)(=O)c2cccc(C(=O)N3CCC3)c2)c1	i
COc1ccccc1C(=O)NCCC(=O)NC1CCC(C)CC1 (stereo not drawn)	i
CCN(C(=O)COC(=O)[C@H](C)N=C1NS(=O)(=O)c2ccccc21)C1CCS(=O)(=O)C1 (stereo partly drawn)	i
O=C(CN1CCN(S(=O)(=O)c2ccccc2)CC1)N1CCc2ccccc21	i
CC(=O)N1CCN(CCS(=O)(=O)c2ccc(Br)cc2)CC1	i
CC1CCCC(C)N1C(=O)COC(=O)c1n[nH]c(=O)c2ccccc12 (stereo not drawn)	i
COc1ccc(C)cc1S(=O)(=O)N1c2ccc(C)cc2C2CN(C)CCC21 (stereo not drawn)	i
CCN(C[C@H]1N[C@@](Cc2ccccc2)(C(=O)OC)[C@H]2C(=O)N(Cc3ccccc3)C(=O)[C@@H]12)C(=O)Nc1ccc(Cl)cc1	i
O=C(Cn1cnc2ccccc21)Nc1ccc2c(c1)OCCCO2	i
COc1ccc(/C=C/C(=O)Nc2cccc(S(=O)(=O)NC3=NCCCCC3)c2)cc1OC	i
C[C@@H](NC(=O)c1nc[nH]c1C(=O)NCc1ccc(CNC(=O)OC(C)(C)C)cc1)c1ccccc1	i
COc1ccc(C)cc1NC(=O)CCCN1C(=O)NC(C)(C)C1=O	i
Cc1ccccc1OCC(=O)OCC(=O)Nc1ncc(Cl)c(C)c1Cl	i
Cc1c(C(=O)OCC(=O)N2CCCCC2C)oc2ccccc12 (stereo not drawn)	i
CN(C(=O)CSc1nnc(-c2ccccc2F)n1N)C1CCCCC1	i
COc1ccc(C(C)=O)cc1COC(=O)c1ccc2c(c1)OCCO2	i
O=C(CCCc1ccccn1)c1ccc(-c2ccccc2)cc1	i
CCCN(CC(=O)Nc1ccccc1C)C(=O)C1CC(=O)N(c2ccc(CC)cc2)C1 (stereo not drawn)	i
C[C@H](CO)N1C[C@H](C)[C@@H](CN(C)C(=O)Nc2ccc(C(F)(F)F)cc2)Oc2ccc(NC(=O)C3CCCCC3)cc2C1=O	i
CC[C@]12c3[nH]c4ccc(Cl)cc4c3CCN1C(=O)[C@@H](CC(=O)NCc1ccco1)C[C@@H]2C(=O)N1CCN(C(=O)C2CC2)CC1	i
Cc1noc(C)c1C(=O)OCC(=O)Nc1ccc(S(N)(=O)=O)cc1	i
Cc1c(C(=O)O)cccc1[N+](=O)[O-]	i
COc1cc(OC)cc(C(=O)NC(C(=O)OCn2nnc3ccccc3c2=O)C(C)C)c1 (stereo not drawn)	i
CCOc1ccc2c(ccc(/C=C/c3cc(C)c4cccnc4c3O)[n+]2C)c1	i
C=CCn1c(SCC(=O)N(CC)C2CCS(=O)(=O)C2)nc2cc(C(=O)O)ccc2c1=O (stereo not drawn)	i
Cc1noc(C)c1NC(=O)N(C)C[C@@H]1Oc2c(NC(=O)NC(C)C)cccc2C(=O)N([C@@H](C)CO)C[C@@H]1C	i
Cn1nnnc1Sc1ncnc2scc(-c3ccccc3Cl)c12	i
Cc1ccc(S(=O)(=O)N[C@H](C(=O)OCC(=O)NC(=O)c2cccn2C)C(C)C)cc1	i
O=C(OCC12CC3CC(CC(C3)C1)C2)c1ccc(NCc2cc(O)ccc2O)cc1	i
O=C(COC(=O)c1ccc(O)cc1O)NC1CC1	i
COc1cc(C(=O)N2CCN(S(=O)(=O)c3ccc(C)cc3C)CC2)ccc1OCC(=O)N1CCOCC1	i
COCC(C)n1c(C)cc(C(=O)CSc2nnnn2C2CCCC2)c1C (stereo not drawn)	i
COc1ccc(S(=O)(=O)Nc2ccc3cn[nH]c3c2)cc1[N+](=O)[O-]	i
CC(Sc1nnc(-c2ccco2)n1-c1ccccc1)C(=O)NCC1CCCO1 (stereo not drawn)	i

# In another format: results already given
KCNK3 inh	Structure
i	Cc1c(C(=O)O)cccc1[N+](=O)[O-]
i	COc1cc(OC)cc(C(=O)NC(C(=O)OCn2nnc3ccccc3c2=O)C(C)C)c1 (stereo not drawn)

# Going on with the list.
smiles	KCNK3 inh
CCc1nc2ccccc2c(C(=O)OCC(=O)Nc2ccc(NC(C)=O)cc2)c1C	i
C=CCn1c(C)cc(C(=O)CN2C(=O)c3ccccc3S2(=O)=O)c1C	i
COc1ccc(C(CNC(=O)C(CCSC)NC(=O)c2ccccc2Cl)N2CCCC2)cc1 (stereo not drawn)	i
O=C(CCc1ccc(S(=O)(=O)N2CCOCC2)cc1)OCC(=O)c1ccc(Br)cc1	i
CC(OC(=O)C1CCN(S(=O)(=O)c2ccc3c(c2)OCCO3)CC1)C(=O)N(C)c1ccccc1 (stereo not drawn)	i
COc1cc(OC)c2c(-c3ccccc3)cc(=O)oc2c1C(CCN1CCOCC1)c1ccc(N(C)C)cc1 (stereo not drawn)	i
CCCCN(C(=O)Nc1ccccc1)C1CCS(=O)(=O)C1 (stereo not drawn)	i
COc1ccc(-c2cc(C(=O)N3CCN(c4ncccn4)CC3)c3ccccc3n2)cc1	i
Cc1ccc2c(c1)C(=O)C(=O)N2c1ccc(C(F)(F)F)cc1	i
Cc1ccc(NS(=O)(=O)c2ccccc2F)cc1S(=O)(=O)N1CCCCCC1	i
CCOC(=O)C1=CN(Cc2cccc(F)c2)S(=O)(=O)N(CC)C1CCc1ccccc1 (stereo not drawn)	i
COc1cccc(C(=O)NCC(=O)OCC(=O)NC2CCCCC2)c1	i
CCc1noc(C)c1C(=O)NNC(=O)c1ccccc1Cl	i
CCCCN(C(=O)c1cccc(N2C(=O)c3ccccc3C2=O)c1)c1c(N)n(CC(C)C)c(=O)[nH]c1=O	i
CCOc1ccc(C(=O)OCC(=O)N(Cc2ccccc2)Cc2ccccc2)cc1OC	i
O=C1C=C(c2ccc(F)cc2OCc2ccccc2)C[C@@H](c2ccc3c(c2)OCO3)C1	i
O=C(COC(=O)c1ccc2ncsc2c1)NCc1cccc(Cl)c1	i
CCOc1ccc(CN(C)C(=O)CCc2ccc(S(=O)(=O)N3CCCCCC3)cc2)cc1	i
CC1CN(c2nc3ccccc3nc2NS(=O)(=O)c2ccccc2)CC(C)O1 (stereo not drawn)	i
O=C(C1=C(O)C(=O)N(c2nc3ccc(Cl)cc3s2)C1c1ccco1)c1ccco1 (stereo not drawn)	i
O=C(COC(=O)c1ccc(F)cc1F)Nc1cccnc1Cl	i
O=C(c1ccc(S(=O)(=O)Nc2ccccc2F)cc1)N1CCN(c2ccccn2)CC1	i
Cc1ccc(-c2csc(NC(=O)c3c(C)noc3C)n2)cc1	i
Cc1cccc(NC(=O)C2CCCN2C(=O)OCc2ccccc2)c1 (stereo not drawn)	i
COc1cccc(CC(=O)OCC(=O)c2cc(OC)c(OC)c(OC)c2)c1	i
CC(C)NC(=O)c1ccc(NC(=O)CC2SC(N3CCCC3)=NC2=O)cc1 (stereo not drawn)	i
CC(C)(C)NC(=O)C[C@H]1C[C@H](C(=O)N2CCOCC2)[C@@]2(C)c3[nH]c4ccc(Cl)cc4c3CCN2C1=O	i
Cc1ccc(NC(=O)CN(C)C(=O)Cc2coc3cc(C)c(C)cc23)cc1	i
O=C(COc1ccc(Cl)cc1Br)Nc1nnc(C2CC2)s1	i
CN(Cc1ccccc1F)C(=O)c1cccc(NC(=O)CC2SC(N3CCCCC3)=NC2=O)c1 (stereo not drawn)	i

# Among those listed so far, 2 have a COOH group:
smiles	KCNK3 inh
Cc1c(C(=O)O)cccc1[N+](=O)[O-]	i
C=CCn1c(SCC(=O)N(CC)C2CCS(=O)(=O)C2)nc2cc(C(=O)O)ccc2c1=O (stereo not drawn)	i

# (more compounds)
> CCCCn1c(N)c(N(CCOC)C(=O)C2CC(=O)N(Cc3ccco3)C2)c(=O)[nH]c1=O (stereo not drawn)
  KCNK3 inh: i

> CCN1C(=NCc2ccc(OC)cc2)N[C@@H](c2ccccc2)[C@H](C(=O)OC)[C@H]1C
  KCNK3 inh: i

> CCOC(=O)C1=C(C)NC(C)=C(C(=O)OCC)C1C(=O)OCC(=O)NCc1ccccc1OC
  KCNK3 inh: i

> Cc1cc(C(=O)NNC(=O)c2ccc(NC(=O)CC#N)cc2)c(C)o1
  KCNK3 inh: i

> NS(=O)(=O)c1cccc(NC(=O)COC(=O)CCN2C(=O)c3ccccc3C2=O)c1
  KCNK3 inh: i

> CC(NC(=O)c1cccc(S(=O)(=O)N2CCCCCC2)c1)c1ccccc1 (stereo not drawn)
  KCNK3 inh: i

> O=C(COC(=O)c1cc(S(=O)(=O)N2CCOCC2)ccc1O)Nc1ccc2c(c1)OCO2
  KCNK3 inh: i

> COC(=O)c1ccccc1S(=O)(=O)N1CCC(C(=O)NCCC2=CCCCC2)CC1
  KCNK3 inh: i

> Cc1ccc(C)c(NC(=O)CN(C)C(=O)COc2ccc3ccccc3c2)c1
  KCNK3 inh: i

> CC[C@]12c3[nH]c4ccc(Cl)cc4c3CCN1C(=O)[C@@H](CC(=O)NCCCOC)C[C@@H]2C(=O)N1CCN(C(=O)c2ccco2)CC1
  KCNK3 inh: i

# 3 structures already listed, sorted by molar mass, smallest number first.
> Cc1cc(C(=O)NNC(=O)c2ccc(NC(=O)CC#N)cc2)c(C)o1
  KCNK3 inh: i

> CC(NC(=O)c1cccc(S(=O)(=O)N2CCCCCC2)c1)c1ccccc1 (stereo not drawn)
  KCNK3 inh: i

> CCCCn1c(N)c(N(CCOC)C(=O)C2CC(=O)N(Cc3ccco3)C2)c(=O)[nH]c1=O (stereo not drawn)
  KCNK3 inh: i

# Further structures.
> Cc1ccc(-c2csc(NC(=O)c3c(C)noc3C)n2)cc1C
  KCNK3 inh: i

> COc1ccc(OC)c(NC(=O)COC(=O)c2ccc(OC)c(S(=O)(=O)N3CCOCC3)c2)c1
  KCNK3 inh: i

> CN(CC(=O)Nc1ccc(Cl)cc1)C(=O)CCNC(=O)c1ccc(Cl)cc1
  KCNK3 inh: i

> COC(=O)[C@H](Cc1ccc(O)cc1)NC(=O)Cn1cnc2c(OCc3ccccc3)ncnc21
  KCNK3 inh: i

> COc1ccc(-c2nnc(CSc3ncnc4sc5c(c34)CCC5)o2)cc1OC
  KCNK3 inh: i

> COc1ccc(CNC(=O)CN2C(=O)NC3(CCCCCCC3)C2=O)cc1
  KCNK3 inh: i

> CN(CC(=O)Nc1cccc2ccccc12)C(=O)c1ccc(F)cc1F
  KCNK3 inh: i

> COc1ccc(C(=O)OCC(=O)NC(=O)NC2CCCC2)cc1[N+](=O)[O-]
  KCNK3 inh: i

> CN1CCN(S(=O)(=O)c2ccc(N(C)Cc3c(F)cccc3Cl)nc2)CC1
  KCNK3 inh: i

> CCOc1ccc(S(=O)(=O)Nc2cc(S(=O)(=O)N3CCOCC3)ccc2OC)cc1
  KCNK3 inh: i

> Cc1ccc2c(COC(=O)C3CSC4(C)CCC(=O)N34)cc(=O)oc2c1C (stereo not drawn)
  KCNK3 inh: i

> COc1ccccc1C(=O)Nc1ccc(OCC(=O)N2CC(C)CC(C)C2)cc1 (stereo not drawn)
  KCNK3 inh: i

> ON=C(CCc1ccccc1)CCc1ccccc1
  KCNK3 inh: i

> O=S(=O)(c1ccc(Cl)nc1)N1CCCC1
  KCNK3 inh: i

> CCOC(=O)[C@H]1[C@H]2COc3ccc(Cl)cc3[C@@H]2N2C(=O)[C@H](C)NC(=O)[C@@]12C
  KCNK3 inh: i

> Cc1nn(Cc2ccccc2Cl)c(C)c1C(=O)N(C)CC(=O)Nc1cccc(F)c1
  KCNK3 inh: i

> CCCC(C)c1oc(=O)cc(O)c1C (stereo not drawn)
  KCNK3 inh: i
